# Ecoli viability – counter-screen for AddAB inhibitors: E. coli growth inhibition | E. coli V3065 growth, OD600 absorbance, 18 h | inhibition, % at 11.9 µM | actives 0.27% (n = 330,000);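 active means inhibition above the campaign's mean inhibition across all tested compounds plus 3 SD, cut at about 9.9% in these data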;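 further: uninfected addAB+ strain grown without phage in ampicillin broth; 0% = DMSO wells and 100% = ciprofloxacin 0.95 µg/ml wells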
# CDK5 inh – blocks human CDK5/p35 kinase activity. Q00535+Q15078. Recombinant CDK5/p35, ADP-Glo luminescence, 60 min. inhibition, % at 10 µM. actives 0.01% (n = 330,000). AID 488839;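 active means highest replicate inhibition of at least 50% and at least 75% of replicates reaching 50%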;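 further: plate controls were DMSO neutral control for no effect and GW8510 at 10 µM for full effect; many of its hits are not listed in these tables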
# SUMO Mot1 rescue – SUMOylation pathway inhibition by Mot1-301 growth rescue; actives 1% (n = 320,000); growth rescue, % at 18.8 µM; S. cerevisiae Mot1-301 growth rescue, ATP luminescence, 38.5C; percent above DMSO median, 100 means doubled;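 active means every valid replicate shows activation above 250% relative to neutral control wells; inactive means the rest, any valid replicate at or below 250%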;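 further: OY570 slx delta 5 strain wells were the positive control but not used for scaling; some compounds called inactive have numbers as strong as hits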
# PKA-R1A activ – activators of PKA-R1A complex; P00514+P68181; PKA-R1A dissociation, Cy5-IP20 fluorescence polarization; scaled: DMSO 0%, 113 µM cGMP 100%; activation, % at 11.4 µM; actives 0.083% (n = 340,000);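 active means percent activation above the mean of all tested compounds plus 3 SD, cut at about 19% in these data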;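 further: higher means more PKAc released from R1A so a rise in polarization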
# PKA-R2B act – activators of human PKA-R2B complex | activation, % at 11.4 µM | P22694+P31323 | PKA-R2B holoenzyme dissociation, Cy5-IP20 fluorescence polarization; R2B truncated from residue 108, S112A mutant; 0% DMSO only, 100% 113 µM cGMP | AID 504700 | actives 0.079% (n = 340,000);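 active means activation above a cutoff set at the mean over all compounds plus 3 SD, cut at about 18% in these data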;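 further: higher means more holoenzyme dissociation and a rise in polarization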
# HTR5A inv ag – inverse agonist of human HTR5A in OPRM1-OPRD1 counter-screen. P47898. actives 0.083% (n = 340,000). inhibition, % at 9.3 µM. HTR5A cell line, luminescence, inverse agonism; in the data active means inhibition mostly above about 23%, no sharp cut-off; inactive means mostly below about 18%;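 further: 0% = cells with DMSO and 100% = no-cell wells with DMSO; some compounds called inactive have numbers as strong as hits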
# Target sequence (P47898 whole entry, looked up): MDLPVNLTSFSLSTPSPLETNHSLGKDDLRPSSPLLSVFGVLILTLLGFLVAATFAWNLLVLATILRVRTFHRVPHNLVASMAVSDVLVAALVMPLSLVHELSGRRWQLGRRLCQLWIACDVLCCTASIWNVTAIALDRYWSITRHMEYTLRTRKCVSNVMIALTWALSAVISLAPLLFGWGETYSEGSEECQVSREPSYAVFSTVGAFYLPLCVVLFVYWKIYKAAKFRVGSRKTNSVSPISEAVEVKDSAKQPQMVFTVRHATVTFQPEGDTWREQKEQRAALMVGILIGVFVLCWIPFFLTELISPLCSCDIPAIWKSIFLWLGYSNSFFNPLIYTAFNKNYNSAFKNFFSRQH
# phage Ecoli inh – E. coli growth loss with phage present; growth absorbance; inhibition, % at 11.9 µM; actives 0.26% (n = 360,000); AID 651602; in the data active means inhibition above about 11%
# Tat export inh – E. coli Tat transport inhibition. E. coli MC4100 TorA-mCherry Tat export, fluorescence. inhibition, % at 10 µM. actives 0.036% (n = 340,000);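 active means mean replicate inhibition at least 50% and at least half of replicates individually reaching 50%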;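 further: exported cargo escapes ClpAP degradation while cytoplasmic cargo is degraded and loses fluorescence; 0% = median of neutral control wells and 100% = median of NaSCN control wells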
# DAGLB inhibitor – blocks human DAGLB lipase activity. Q8NCG7. HEK293T DAGLB membrane lysate, EnzChek fluorogenic substrate. inhibition, % at 5.17 µM. actives 0.059% (n = 340,000); in the data active means inhibition above about 34%;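 further: 0% = enzyme with vehicle and 100% = wells lacking enzyme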
# Target sequence (Q8NCG7 whole entry, looked up): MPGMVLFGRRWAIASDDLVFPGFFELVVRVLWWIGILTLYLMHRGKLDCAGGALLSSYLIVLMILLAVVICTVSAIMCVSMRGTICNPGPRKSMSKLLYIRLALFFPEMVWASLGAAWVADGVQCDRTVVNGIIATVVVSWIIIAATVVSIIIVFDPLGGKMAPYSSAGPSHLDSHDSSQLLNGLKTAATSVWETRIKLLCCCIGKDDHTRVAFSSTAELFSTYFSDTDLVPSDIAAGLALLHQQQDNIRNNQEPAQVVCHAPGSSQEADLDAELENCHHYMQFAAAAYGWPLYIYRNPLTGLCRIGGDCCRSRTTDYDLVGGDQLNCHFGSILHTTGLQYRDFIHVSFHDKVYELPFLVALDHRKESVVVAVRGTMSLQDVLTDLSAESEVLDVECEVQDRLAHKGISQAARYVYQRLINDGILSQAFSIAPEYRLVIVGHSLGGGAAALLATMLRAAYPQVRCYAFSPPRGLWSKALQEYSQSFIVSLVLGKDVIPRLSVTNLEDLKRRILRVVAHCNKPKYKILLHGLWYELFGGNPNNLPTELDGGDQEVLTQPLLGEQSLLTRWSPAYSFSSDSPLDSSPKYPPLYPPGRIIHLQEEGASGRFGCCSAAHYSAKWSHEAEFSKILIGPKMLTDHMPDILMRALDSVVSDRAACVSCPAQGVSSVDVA
# AddAB inh – less growth of phage-infected E. coli with AddAB; E. coli expressing H. pylori AddAB, absorbance growth; inhibition, % at 11.9 µM; actives 0.29% (n = 330,000); AID 435030; in the data active means inhibition above about 12%;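 further: 0% = vehicle wells of infected cells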
# HTR5A ag ctr – counter-screen for OPRM1-OPRD1 agonists: human HTR5A agonism | P47898 | HTR5A agonist assay, luminescence, cell-based | actives 0.61% (n = 340,000) | activation, % at 9.3 µM | AID 504692; in the data active means activation mostly above about 9.5%, no sharp cut-off; inactive means mostly below about 7.6%;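 further: 0% = cells with vehicle only and 100% = reference agonist; strong numbers were not always called active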
# * hit, by the source's call; x = no result given. These rows are one share of the data. The share of hits here may be higher or lower than overall.
no.	compound	Ecoli viability	CDK5 inh	SUMO Mot1 rescue	PKA-R1A activ	PKA-R2B act	HTR5A inv ag
1	Cc1ccc[n+](CC(O)Cn2c3ccccc3c3ccccc32)c1 (centres undefined)	-0.1	-0.6	-8	3	-2	-10
2	C=CCN1C(=O)CSc2ccc(C(=O)N3CCC4(CC3)OCCO4)cc21	0.7	2.0	-8	-11	-4	5
3	COC(=O)C1=C(c2ccc(F)cc2F)C[C@@H]2CC[C@H]1N2C(=O)NCCO	-0.7	0.0	-1	3	-3	10
4	O=C1c2ccccc2C(=O)N1Cc1nc2ccccc2c(=O)n1-c1ccc(Br)cn1	-3.7	1.1	122	12	10	4
5	c1ccc(CCn2nnnc2CN2CCC(n3nnc4ccccc43)CC2)cc1	0.6	1.2	4	5	4	x
6	COc1ccc(Cn2c(N)c(C(=O)NCc3ccco3)c3nc4ccccc4nc32)cc1	-0.9	5.2	-4	-11	-8	1
7	O=S(=O)(NC1CCCCCCC1)OCC(Cl)(Cl)Cl	-1.6	1.7	146	2	-11	-27
8	C#CCN[C@H](C)Cc1ccccc1	-1.6	1.4	6	6	10	5
9	CCC(Oc1cc(Cl)ccc1Cl)C(=O)N1CCC2(CC1)OCCO2 (centres undefined)	0.9	-6.0	-1	-7	11	3
10	Cc1ccnc(-n2c(-c3ccco3)nc3ccccc3c2=O)c1	1.6	1.0	3	-5	-6	-21
11	COC(=O)[C@@H]1C[C@H]1[C@@H](NP(=O)(c1ccccc1)c1ccccc1)c1ccccc1	1.7	-0.6	60	9	1	-8
12	CCCCCSc1cc(OC)c(CCN)cc1OC	2.6	-0.7	-7	-5	-2	-12

no.	phage Ecoli inh	Tat export inh	DAGLB inhibitor	AddAB inh	HTR5A ag ctr
1	2.4	-4	-4	4.8	3
2	1.9	8	1	0.8	1
3	3.2	3	-4	0.3	2
4	0.6	19	-3	3.0	-1
5	-0.3	-1	2	-0.1	x
6	4.0	0	2	-1.9	0
7	0.8	0	-8	0.5	4
8	3.2	-3	3	-0.1	3
9	1.1	7	-1	-2.5	2
10	1.7	-1	1	0.9	-4
11	-2.3	-15	2	3.3	3
12	4.1	2	1	4.0	5

no.	compound	Ecoli viability	CDK5 inh	SUMO Mot1 rescue	PKA-R1A activ	PKA-R2B act	HTR5A inv ag
13	Cc1cccc(-n2c(O)c(C=NCc3cccnc3)c(=O)[nH]c2=O)c1C	0.9	-1.0	-4	-12	5	2
14	CCC(=NCCc1c[nH]c2ccccc12)c1c(O)n(C)c(=O)n(C)c1=O	-0.3	1.1	-1	1	5	-124
15	Brc1ccc(Oc2ccc(Br)cc2Br)c(Br)c1	0.9	-0.4	102	9	3	-19
16	COC(=O)C1=C(c2cc3ccccc3s2)C[C@@H]2CC[C@H]1N2C(=O)N1CCCCC1	2.0	-2.3	74	-19	-8	-34
17	O=c1[nH]c(=O)n(CCc2ccc(F)cc2)c(O)c1/C=N/N1CCCCC1	-1.0	1.2	12	-3	6	-16
18	O=C([O-])c1ccc(-[n+]2c(-c3ccccc3)cc(-c3ccccc3)cc2-c2ccccc2)cc1	-1.9	-0.3	4	-2	-6	12
19	Cc1ccccc1NP(=O)(Oc1ccccc1F)Oc1ccccc1F	2.1	1.3	-13	-4	-7	16
20	c1ccc(CCNCc2cccnc2)cc1	0.4	0.2	57	8	4	14
21	Cc1ccccc1C1=NCC(=O)N(CC(=O)NCc2ccco2)c2sc3c(c21)CCCC3	-0.6	-1.4	13	-9	-6	-4
22	COc1ccc(C2(C#N)CC[N+](C)(C)CC2)cc1	0.7	-1.2	-9	4	-5	-23
23	CC12CCC3c4ccc(OP(=O)(N5CC5)N5CC5)cc4CCC3C1CCC2=O (centres undefined)	x	-2.2	x	3	-8	14
24	O=C1NC(=S)NC(=O)C1=Cc1cccc2cc3ccccc3cc12	x	-0.2	x	6	6	2

no.	phage Ecoli inh	Tat export inh	DAGLB inhibitor	AddAB inh	HTR5A ag ctr
13	1.7	5	1	2.5	-1
14	2.3	1	1	2.1	40*
15	-1.4	6	-2	2.4	5
16	0.8	8	-9	4.7	12
17	2.4	3	-1	1.6	6
18	4.6	-7	3	2.8	4
19	1.7	2	-1	2.1	-2
20	0.5	-4	-3	0.7	-4
21	-2.0	1	0	-1.5	14
22	1.9	-1	-1	0.3	9
23	3.0	-6	1	x	-3
24	-0.2	0	-3	x	0

# 6 successive compounds out of the list so far:
no.	compound	Ecoli viability	CDK5 inh	SUMO Mot1 rescue	PKA-R1A activ	PKA-R2B act	HTR5A inv ag
19	Cc1ccccc1NP(=O)(Oc1ccccc1F)Oc1ccccc1F	2.1	1.3	-13	-4	-7	16
20	c1ccc(CCNCc2cccnc2)cc1	0.4	0.2	57	8	4	14
21	Cc1ccccc1C1=NCC(=O)N(CC(=O)NCc2ccco2)c2sc3c(c21)CCCC3	-0.6	-1.4	13	-9	-6	-4
22	COc1ccc(C2(C#N)CC[N+](C)(C)CC2)cc1	0.7	-1.2	-9	4	-5	-23
23	CC12CCC3c4ccc(OP(=O)(N5CC5)N5CC5)cc4CCC3C1CCC2=O (centres undefined)	x	-2.2	x	3	-8	14
24	O=C1NC(=S)NC(=O)C1=Cc1cccc2cc3ccccc3cc12	x	-0.2	x	6	6	2

no.	phage Ecoli inh	Tat export inh	DAGLB inhibitor	AddAB inh	HTR5A ag ctr
19	1.7	2	-1	2.1	-2
20	0.5	-4	-3	0.7	-4
21	-2.0	1	0	-1.5	14
22	1.9	-1	-1	0.3	9
23	3.0	-6	1	x	-3
24	-0.2	0	-3	x	0

# More structures
no.	compound	Ecoli viability	CDK5 inh	SUMO Mot1 rescue	PKA-R1A activ	PKA-R2B act	HTR5A inv ag
25	CC(C)c1ccc(N2C(=O)NC(=O)/C(=C/c3cnc(-c4ccccc4)nc3)C2=O)cc1	1.3	-2.4	23	9	8	-1
26	Oc1cccc2nc3ccccc3nc12	-13	0.8	-9	6	9	23
27	O=c1[nH]c2c(c(=O)n1C1CCCCC1)CCC2	-0.3	-0.1	-4	-10	3	1
28	CCCNC(=O)c1c(N)n(CC2CCCO2)c2nc3ccccc3nc12 (centres undefined)	2.5	-1.4	13	-1	-5	7
29	OC1/C(=C/c2ccccc2F)N2CCC1CC2 (centres undefined)	-1.4	0.4	15	0	-6	-21
30	N#CC1=C(N)Oc2c(c(=O)sc3ccccc23)C1c1ccncc1 (centres undefined)	-3.5	1.2	-3	-3	-3	-11
31	CCOc1cc2[nH]c(=S)n(CCCC(=O)N3CCC4(CC3)OCCO4)c(=O)c2cc1OCC	-0.2	1.4	50	5	-2	-11
32	CCOC(=O)COc1ccc(/C=C2\C(=O)NC(=S)N(c3ccc(OC)cc3)C2=O)cc1OC	-0.4	-0.4	-15	10	-9	18
33	CCOc1ccc(CN(CCCl)CCCl)cc1C(=O)OC	-3.0	-1.0	-3	5	7	-13
34	COC(=O)C1=C(c2ccccc2OCc2ccccc2)C[C@@H]2CC[C@H]1N2C(=O)NCc1ccc(OC)cc1	-1.8	-1.0	-25	-13	0	-12
35	O=C1NC(=O)N(Cc2ccccc2)C(=O)/C1=C\C=C\c1ccco1	-0.9	-1.4	-5	7	12	-7
36	CN1C(=O)C(=Cc2c(OCc3cnc(Cl)s3)ccc3ccccc23)C(=O)N(C)C1=O	1.1	-1.1	-21	13	2	-3

no.	phage Ecoli inh	Tat export inh	DAGLB inhibitor	AddAB inh	HTR5A ag ctr
25	4.0	-2	6	2.6	0
26	-9.1	5	4	-4.0	2
27	2.2	-1	-1	-0.3	-2
28	2.0	9	1	2.1	-3
29	2.9	5	-1	-0.3	2
30	0.4	-9	0	-1.9	0
31	1.1	-7	0	-0.3	-6
32	3.1	0	-2	0.9	-5
33	x	2	-4	-0.9	2
34	2.4	10	-11	-0.9	4
35	0.5	-11	9	-2.7	3
36	3.4	2	1	4.9	1

# Ordered by molar mass (lowest first): 3 of the compounds above.
no.	compound	Ecoli viability	CDK5 inh	SUMO Mot1 rescue	PKA-R1A activ	PKA-R2B act	HTR5A inv ag
29	OC1/C(=C/c2ccccc2F)N2CCC1CC2 (centres undefined)	-1.4	0.4	15	0	-6	-21
27	O=c1[nH]c2c(c(=O)n1C1CCCCC1)CCC2	-0.3	-0.1	-4	-10	3	1
32	CCOC(=O)COc1ccc(/C=C2\C(=O)NC(=S)N(c3ccc(OC)cc3)C2=O)cc1OC	-0.4	-0.4	-15	10	-9	18

no.	phage Ecoli inh	Tat export inh	DAGLB inhibitor	AddAB inh	HTR5A ag ctr
29	2.9	5	-1	-0.3	2
27	2.2	-1	-1	-0.3	-2
32	3.1	0	-2	0.9	-5

# The results go on:
no.	compound	Ecoli viability	CDK5 inh	SUMO Mot1 rescue	PKA-R1A activ	PKA-R2B act	HTR5A inv ag
37	CC(=O)OC1C(=O)OCC23CCC4(C)OC4C2OC2CC(OC(=O)C=CC=CC(=O)OCCC1C)C3(C)C21CO1 (centres undefined)	x	1.9	x	-7	-2	12
38	O=C1NC(=O)N(c2ccc3c(c2)OCO3)C(=O)/C1=C\c1ccc(-c2ccccc2C(=O)O)o1	-0.1	-3.9	-11	2	-3	-13
39	Cc1cccc(C(=O)NC(Oc2ccccc2)C(Cl)(Cl)Cl)c1 (centres undefined)	0.3	-0.1	0	11	-8	18
40	O=C(CN1CC(c2ccccc2)CC1=O)Nc1ccccc1 (centres undefined)	-0.7	-0.7	-19	-1	5	-4
41	O=C(Cn1nc(Cc2cccnc2)c2ccccc2c1=O)N1CCC2(CC1)OCCO2	1.5	0.3	437	-15	-8	11
42	O=S(=O)(O)C(=Cc1ccccc1)c1ccccc1 (tested in a mixture with another compound)	x	1.7	x	2	-12	-3
43	COC(=O)C1=C(c2ccc(C(C)=O)cc2)C[C@@H]2CC[C@H]1N2C	0.5	-0.4	-3	7	2	13
44	O=C(/C=C/c1ccccc1)c1c(O)n(CCc2ccccc2)c(=O)[nH]c1=O	-5.0	-0.9	-17	-3	4	-6
45	CC1(C)CC(=O)C(C=NCCN2CCN(C(=O)Cc3ccc(F)cc3)CC2)=C(O)C1	-1.2	1.9	8	-1	7	-24
46	O=c1[nH]c(O)c(C=Nc2ccccc2Oc2ccccc2)c(=O)[nH]1	-2.7	-0.6	1	-3	-16	-20
47	C[n+]1ccc(-c2cc[n+](C)cc2)cc1	10*	-1.2	8	-6	5	0
48	CCN1C(=O)C(=Cc2c(C)n(CC(=O)NCC3CCCO3)c3ccccc23)C(=O)N(CC)C1=S (centres undefined)	3.8	-0.7	14	7	-6	-5

no.	phage Ecoli inh	Tat export inh	DAGLB inhibitor	AddAB inh	HTR5A ag ctr
37	2.2	3	-3	x	-3
38	1.0	-13	3	2.0	4
39	4.0	-11	-9	-0.6	-7
40	2.1	3	3	-0.2	1
41	-0.1	-2	-1	1.6	1
42	2.5	-6	-1	x	1
43	0.0	4	0	0.6	4
44	0.6	-1	6	-0.7	8
45	5.0	-6	3	-1.5	1
46	-1.0	1	0	-0.3	5
47	22*	-5	2	12	1
48	1.5	-1	0	1.8	-3
